Bioassay records deposited in PubChem by Sanford-Burnham Center for Chemical Genomics.
mIAP act: increases mouse intestinal alkaline phosphatase activity; muIAP, CDP-Star luminescence, 30 min; hits give high values; 1 = vehicle-only enzyme signal, 0 = enzyme-free wells; activation factor at 10 µM; 0.24% of 330,000 active;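 active = activation factor of at least 2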; also: the source names both 10 and 20 µM as test concentration; values of inactives mirror those of a sister screen read the other way
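System: mouse IAP enzyme. Reagent: CDP-Star chemiluminescent phosphatase substrate. Benchmarks: DMSO wells, no-enzyme wells. Times: 30 min enzyme-substrate-compound incubation at room temperature. Detection: luminescence from enzymatic CDP-Star hydrolysis. Doses: test compounds delivered from DMSO solution.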
hIAP activ: increases human intestinal alkaline phosphatase activity; P09923; AID 2524; 0.16% of 330,000 active; activation factor at 10 µM; purified human IAP, CDP-Star luminescence, 30 min; hits give high values; 1 = vehicle-only enzyme, 0 = enzyme-free background;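 active = activation factor of the enzyme at least 2-fold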; also: the source names both 10 and 20 µM as test concentration; values of inactives mirror those of a sister screen read the other way
A3G deaminase: blocks human APOBEC3G single-stranded DNA deamination; recombinant A3G, ssDNA deamination FAM/TAMRA fluorescence; inhibition, % at 20 µM; 0.28% of 330,000 active; Q9HC16;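 active = inhibition of at least 40% at 20 µM, with no more than 30% in the related APOBEC3A deaminase screen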;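 also: plate controls were DMSO wells with A3G for no effect and wells lacking A3G enzyme for full effect; some compounds called inactive have numbers as strong as hits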
Target sequence (Q9HC16 whole entry, looked up): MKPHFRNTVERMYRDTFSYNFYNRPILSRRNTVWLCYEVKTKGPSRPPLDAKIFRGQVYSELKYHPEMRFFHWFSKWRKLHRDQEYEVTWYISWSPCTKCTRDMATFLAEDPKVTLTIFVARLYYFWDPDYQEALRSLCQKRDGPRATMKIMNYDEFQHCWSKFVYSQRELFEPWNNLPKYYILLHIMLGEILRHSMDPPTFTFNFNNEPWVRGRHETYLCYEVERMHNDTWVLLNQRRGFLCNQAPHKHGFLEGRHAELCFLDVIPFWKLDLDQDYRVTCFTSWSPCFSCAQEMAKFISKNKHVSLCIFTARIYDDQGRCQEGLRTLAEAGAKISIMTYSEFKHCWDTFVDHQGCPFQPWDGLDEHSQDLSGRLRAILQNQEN
SENP1 FRET inh: SENP1 (human) catalytic domain inhibition. inhibition, % at 10 µM. 0.21% of 360,000 active. recombinant SENP1 catalytic domain, CyPet-SUMO1-YPet FRET cleavage. Q9P0U3;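 active = inhibition at least 30% at 10 µM, raw YFP signal under a set limit, fluorescence ratio 0.5 to 1.5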;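 also: 0% = enzyme with DMSO and 100% = no enzyme wells; some results filed as inactive read as strong as hits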
Target sequence (Q9P0U3 419-644 limits assumed): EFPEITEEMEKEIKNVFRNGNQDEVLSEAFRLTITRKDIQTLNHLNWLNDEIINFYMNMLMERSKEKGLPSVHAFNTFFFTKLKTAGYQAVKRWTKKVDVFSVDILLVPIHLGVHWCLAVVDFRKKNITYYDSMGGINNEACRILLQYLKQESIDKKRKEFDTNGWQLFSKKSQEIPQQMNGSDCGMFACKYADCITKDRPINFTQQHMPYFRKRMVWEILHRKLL
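Controls: no-enzyme wells low, DMSO-plus-enzyme wells high control. Test system: human recombinant His6-tagged SENP1 catalytic domain enzyme. Reagent: SFCypet-SUMO1-SFYpet FRET protein substrate, 25 nM final. Doses: one dose per compound, 10 µM, 0.5% DMSO. Detection: FRET, CFP and YFP emission. Timing: 50 min reaction at room temperature.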
MIN6 prolif: MIN6 beta-cell proliferation induction; MIN6 cells proliferation, ATPlite luminescence, 48 h; cells starved in 0.2% serum; 100% = growth in 10% serum; proliferation, % at 10 µM; 0.29% of 330,000 active;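 active = compounds whose signal lies at least 3.5 SD above the mean of all wells on their plate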;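 also: 0% = DMSO-treated cells in low-serum medium and 100% = 10% serum control; some compounds called inactive have numbers as strong as hits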
hIAP block: human IAP inhibition; P09923; purified IAP, CDP-Star luminescence, 30 min; inhibition, % at 10 µM; 0.12% of 330,000 active;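 active = inhibition reaching a set limit with compound at 10 µM in the primary screen, cut at about 35% in these data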;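 also: plate controls were DMSO wells with enzyme for no effect and no-enzyme buffer wells for full effect; values of inactives mirror those of a sister screen read the other way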
mIAP block: blocks mouse intestinal alkaline phosphatase; 0.2% of 330,000 active; purified mouse IAP, CDP-Star luminescence, 30 min; inhibition, % at 10 µM;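 active = inhibition of at least 40% at 10 µM in the primary screen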;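 also: plate controls were DMSO with enzyme for no effect and no enzyme wells for full effect; values of inactives mirror those of a sister screen read the other way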
NLRP3 yeast inh: NALP3 inhibition in yeast; inhibition, % at 10 µM; Yeast reconstituted NLRP3/ASC/caspase-1, beta-gal luminescence, 24 h; 0.39% of 330,000 active;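 active = inhibition of 50% or more; inactive = inhibition below 50%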;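 also: plate controls were induced DMSO wells for no effect and uninduced yeast grown without galactose for full effect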
A3A deaminase: blocks human APOBEC3A ssDNA deamination; inhibition, % at 20 µM; recombinant A3A, FAM/TAMRA ssDNA deamination fluorescence; P31941; 0.41% of 330,000 active;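 active = at least 40% inhibition at 20 µM here, with at most 30% in a related deaminase screen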;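 also: plate controls were A3A with DMSO for no effect and wells lacking A3A enzyme for full effect; some results filed as inactive read as strong as hits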
Target sequence (P31941 whole entry, looked up): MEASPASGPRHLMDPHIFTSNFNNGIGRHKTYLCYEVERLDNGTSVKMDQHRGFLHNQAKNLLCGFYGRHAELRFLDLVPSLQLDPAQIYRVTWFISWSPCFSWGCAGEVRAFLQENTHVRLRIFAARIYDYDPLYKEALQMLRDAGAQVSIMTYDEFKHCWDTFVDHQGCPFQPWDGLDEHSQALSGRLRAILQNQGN
Starred values were filed as active, the others as inactive; · = no result given.

SMILES	mIAP act	hIAP activ	A3G deaminase	SENP1 FRET inh	MIN6 prolif	hIAP block	mIAP block	NLRP3 yeast inh	A3A deaminase
COc1ccc(CCn2c(=N)c(C(=O)NCC3CCCO3)cc3c(=O)n4ccccc4nc32)cc1 (stereo not given)	1.03	1.16	-1.8	-64.1	-3.1	-15.7	-3.3	8.7	3.1
CC(C)Oc1cccc(C(=O)C2CCCN(C(=O)c3ccoc3)C2)c1 (stereo not given)	0.939	0.921	-3.7	1.0	1.1	7.9	6.1	6.6	-0.3
O=C(c1ccccc1)c1ccc(C(=O)N2CCN(c3ccc(F)cc3)CC2)o1	0.963	1.13	-4.6	2.4	-3.3	-13.0	3.7	9.7	-16.5
COc1ccc(CNc2ccc([N+](=O)[O-])cn2)cc1	1.02	1.04	-5.9	1.2	-2.6	-4.5	-2.0	18.1	-0.7
O=C(Nc1ncc(C(F)(F)F)cc1Cl)C1COc2ccccc2O1 (stereo not given)	1.05	1.24	-3.9	1.8	-1.5	-23.6	-5.2	15.2	1.3
CCOC(=O)CN1C(=N)N(c2nc(NC(C)C)nc(OC)n2)CC1=O	1.06	1.15	-8.6	1.3	-1.2	-15.4	-6.4	15.7	-4.0
Cc1nc2ccc(N)cc2s1	0.97	0.961	-4.7	2.6	2.6	3.9	3.0	-1.1	-1.7
CC1(C)CC2(CCO1)OC(=O)CC2C(=O)NCCc1ccccc1 (stereo not given)	1.01	1.08	-2.5	3.5	-2.0	-7.8	-0.8	18.1	2.2
O=C(CSc1nc2ccccc2c(=O)n1CC1CCCO1)Nc1ccc(F)cc1 (stereo not given)	1	1.19	-6.6	1.1	-2.4	-18.6	-0.2	11.3	-0.5
CCCc1cc(=O)[nH]c(SCC(=O)NC)n1	0.91	0.929	-8.1	2.0	3.6	7.1	9.0	6.0	-2.1
COc1cc(C(=O)NCCCNC(=O)c2cc(OC)c(OC)c(OC)c2)cc(OC)c1OC	0.991	0.928	-0.8	2.4	-2.2	7.2	0.9	-10.0	0.3
Cn1c(SCCN2CCCCC2)nnc1-c1ccccc1Br	0.947	0.883	-4.3	2.8	-2.2	11.7	5.3	5.6	-1.3
CN(C)c1ccc(-c2nnn(CC(=O)Nc3ccc4c(c3)OCCO4)n2)cc1	1.16	1.05	-2.3	-0.7	-0.8	-5.0	-16.4	27.5	3.2
CCOC(=O)c1c(SCC(=O)Nc2nccs2)nc(C)c(C)c1C	1.21	1.36	-4.1	-56.0	-4.6	-36.2	-20.6	3.0	-0.8
COc1cc(NC(=O)Nc2c(C)n(C)n(-c3ccccc3)c2=O)cc(OC)c1OC	0.922	0.732	-4.8	2.1	1.7	26.8	7.8	7.6	-0.3
Oc1ccc(C[C@@H]2CNCCN2CC2CCCCC2)cc1	1.02	1.08	-4.2	1.0	-1.7	-7.9	-1.6	14.9	-0.7
CC(C)COc1ccc(-c2nnc(-c3ccncc3)o2)cc1	1.04	0.813	-0.1	2.0	-4.0	18.7	-4.4	37.2	-1.3
Oc1ccc(Br)cc1CNc1cccc2cccnc12	0.884	1.19	-4.4	-11.6	-3.9	-19.1	11.6	28.5	-4.8
COc1cccc(CNC(=O)CCn2c(=O)oc3ccccc32)c1	0.991	1.5	0.0	-0.5	1.0	-49.6	0.9	10.6	1.1
COc1ccc(/C=C2/C(=O)C(C)(C(C)C)CCC2C)cc1 (stereo not given)	0.999	1.04	-3.1	-1.2	-4.1	-4.1	0.1	36.4	1.7
O=C(NC1CCCCC1)N1CCCc2ccccc21	0.996	1.16	-4.9	2.5	-4.2	-15.8	0.4	19.2	-3.7
CCN(CC)c1ccc(S(=O)(=O)N2CCCCC2)cc1NC(=O)CN1C(=O)NC2(CCCC2)C1=O	1.06	1.03	-3.5	-1.4	-2.5	-3.5	-5.6	14.0	-0.1
COc1ccc(S(=O)(=O)N2CCCCC2)cc1NC(=O)CN(Cc1ccco1)Cc1ccco1	1.03	1.08	-3.3	-4.0	-7.4	-8.1	-3.1	12.5	-1.7
CC(C)C12CN3CC(C(C)C)(CN(C1)C3c1ccco1)C2=O (stereo not given)	0.978	1	-1.4	0.3	0.0	-0.2	2.2	16.5	1.7
Cc1cc(C)n2nc(-c3ccccc3)c(-c3ccccc3)c2n1	1.01	0.841	-1.0	-1.1	-2.5	15.9	-1.0	13.3	0.0
Cn1c(O)c(C=Nc2ccc(Br)cc2)sc1=O	1.07	0.914	-2.2	-0.1	1.9	8.6	-7.3	20.5	6.7
COC(=O)C1=C(C)NC(=O)NC1c1ccc(-c2ccc(F)cc2)o1 (stereo not given)	0.959	1.05	-4.3	-41.0	-0.8	-5.4	4.1	20.6	4.2
CN(C)S(=O)(=O)Nc1cccc(Br)c1	1.03	0.966	-7.1	-5.8	1.9	3.4	-3.1	0.5	-5.7
O=C(O)Cn1c2c(c3ccccc31)CCCC2	1.07	1.01	0.5	3.4	-0.5	-1.2	-7.3	7.9	1.4
O=C(NCCCCNC(=O)c1ccc(Br)s1)c1ccc(Br)s1	0.94	0.795	-5.5	-2.0	-1.0	20.5	6.0	3.7	1.0
CC(C)(C)c1nnc(NC(=O)CCS(=O)(=O)c2ccccc2)s1	1.05	0.949	-4.1	-1.7	-0.7	5.1	-5.0	13.2	6.1
COC(=O)C(C)N1CCC(=O)c2ccccc2S1(=O)=O (stereo not given)	0.99	0.869	0.0	1.4	-2.9	13.1	1.0	5.6	2.9
O=C(O)c1ccc2c(c1)S(=O)(=O)c1ccccc1C2=O	0.957	0.928	-5.6	0.5	0.9	7.2	4.3	-4.9	0.9
CCOCCCN1C(=O)C(=O)N(CC(=O)N2c3ccccc3NC(=O)CC2C)C1=O (stereo not given)	1.04	0.887	-10.4	1.8	3.5	11.3	-4.0	4.8	2.4
O=c1[nH]c2ccc([N+](=O)[O-])cc2nc1/C=C(\O)c1ccccc1	0.922	0.895	-22.6	-36.9	-5.9	10.5	7.8	6.3	-23.6
Cn1c(-c2sc3cc(C(F)(F)F)cnc3c2-c2cccs2)n[nH]c1=S	0.98	1.06	1.0	21.6	-0.2	-5.7	2.0	23.5	-2.9
O=C(COc1ccccc1)Nc1nnc(-c2ccc(Cl)s2)o1	0.971	0.983	-3.4	-3.3	3.8	1.7	2.9	10.1	3.6
COc1ccc(/C=C2/CCOC2=O)cc1	1.07	1.09	-7.2	1.9	-2.5	-8.9	-7.0	19.0	-1.9
Cc1cc(NC(=O)CSc2nccn2-c2ccc(F)cc2)no1	1.03	1.27	-8.6	2.8	0.7	-27.2	-2.8	11.6	-3.5
O=C(Cn1nc(C(=O)O)c2ccccc2c1=O)Nc1ccc(Br)cc1	1.09	1.06	-2.6	2.3	2.0	-5.6	-9.2	23.8	-1.4

Part of the list above with just mIAP act and MIN6 prolif.
mol,mIAP act,MIN6 prolif
Cn1c(-c2sc3cc(C(F)(F)F)cnc3c2-c2cccs2)n[nH]c1=S,0.98,-0.2
O=C(COc1ccccc1)Nc1nnc(-c2ccc(Cl)s2)o1,0.971,3.8

Remaining list, next part
SMILES	mIAP act	hIAP activ	A3G deaminase	SENP1 FRET inh	MIN6 prolif	hIAP block	mIAP block	NLRP3 yeast inh	A3A deaminase
COc1ccc(-n2nnnc2SCC(=O)NCc2ccco2)cc1OC	1.05	1.09	-9.6	-0.5	0.1	-8.6	-4.6	8.4	-1.5
COc1ccc(C(=O)/C=C/Nc2c(C)n(C)n(-c3ccccc3)c2=O)c(OC)c1	1.04	0.98	-3.7	3.2	-0.7	2.0	-4.0	3.5	1.3
Cc1cccn2c(=O)c(C=O)c(N3CCC4(CC3)OCCO4)nc12	0.909	1.08	-5.2	-2.5	0.4	-7.6	9.1	14.3	-2.7
CC(C)c1cccc(C(C)C)c1NC(=O)c1ccccc1	1.17	1.02	2.6	0.7	-2.6	-1.8	-17.3	-11.0	-5.3
O=C(NC1CCS(=O)(=O)C1)c1cccnc1 (stereo not given)	1.09	1.12	-7.6	·	-2.2	-12.5	-9.0	-3.5	2.0
O=S(=O)(N1CCOCC1)N1CCN(c2ccc(F)cc2)CC1	1.01	1.07	-6.0	0.4	-1.4	-6.6	-1.2	1.8	-6.6
CNCCCOc1cccc(Oc2ccccc2)c1	1	0.891	-2.4	0.6	-4.7	10.9	-0.3	30.8	1.4
CC(C)Cn1c(SCC(=O)N(C)C2CCS(=O)(=O)C2)nc2cc(Cl)ccc2c1=O (stereo not given)	0.981	1	0.3	1.0	-1.9	-0.1	1.9	-15.6	-0.2
O=C(c1cccnc1)N(c1cc2sc(=O)oc2c2ccccc12)S(=O)(=O)c1ccccc1	0.926	1.02	32.1	0.7	-5.7	-1.6	7.4	3.0	-0.6
CC(NC(=S)Nc1ccccc1C(F)(F)F)C1CC2CCC1C2 (stereo not given)	1.69	0.984	-6.1	1.3	-1.6	1.6	-69.4	29.7	0.2
CCOc1ccc2[nH]c(=O)c(CN(CCO)C(=O)c3ccc(OC)c(OC)c3)cc2c1	0.929	0.94	-3.1	-0.3	-0.1	6.0	7.1	12.1	-1.5
O=C(Nc1nc(-c2ccc(Cl)cc2)cs1)C1CCCO1 (stereo not given)	1.03	0.971	0.1	4.2	2.4	2.9	-3.0	14.6	0.3
O=C1NCCN(C(=O)CCc2nnc(-c3ccsc3)o2)C1c1ccc(F)cc1 (stereo not given)	1.05	1.03	-0.5	0.1	-4.9	-2.9	-4.7	20.5	5.7
COc1ccc(N2CCN(C(CNC(=O)C(=O)NCc3ccncc3)c3ccco3)CC2)cc1 (stereo not given)	0.978	1	1.2	0.2	-1.4	-0.3	2.2	-10.9	1.9
COc1ccc(CCNCC(=O)Nc2ccccc2C(F)(F)F)cc1	1.04	0.982	-2.0	-2.8	1.0	1.8	-4.2	35.7	-1.6
Cc1ccc(CN2[C@@H]3c4ccccc4C[C@@H]3OCCS2(=O)=O)cc1	1.05	1.11	-5.6	1.6	-6.4	-11.4	-4.9	20.4	0.9
CC(C)CC(=O)NC(NC(=O)CC(C)C)c1cccc([N+](=O)[O-])c1	0.957	0.997	-2.7	1.3	-1.6	0.3	4.3	4.9	-0.8
COc1ccc(-c2c(C(C)=O)c(C)nc3sc4c(=O)[nH]nnc4c23)cc1	1.04	0.818	-10.2	0.9	0.0	18.2	-4.5	5.0	-2.5
Cc1ccccc1CSCC(=O)NC(=O)NCc1ccco1	0.919	0.952	11.7	0.2	0.9	4.8	8.1	26.5	17.3
COC(=O)C1CN(C(=O)COc2ccc(Cl)cc2C)c2ccccc2O1 (stereo not given)	1.01	1.02	-2.4	1.9	-0.9	-2.5	-1.1	16.3	5.4
O=C(CSc1nnc(Cc2cccs2)n1C1CC1)NC1CCS(=O)(=O)C1 (stereo not given)	1.02	0.86	-6.4	-0.6	-1.2	14.0	-2.5	11.8	-0.8
O=C(CSc1c[nH]c2ccccc12)N1CCCc2ccccc21	0.937	0.871	1.2	0.7	3.1	12.9	6.3	31.2	1.8
Cc1ccc(S(=O)(=O)N(C)C)cc1NC(=S)NCc1ccco1	0.946	1	-9.6	-0.8	-0.5	-0.4	5.4	5.1	-5.0
CCN(CC(=O)NC)S(=O)(=O)c1ccc(Br)cc1	0.958	1.52	1.4	2.7	0.2	-51.9	4.2	23.9	-6.7

Only part of the results is shown, so the mix of outcomes need not match the whole.
